Compound activity from PubChem.
RORg inh: qHTS for inhibitors of ROR gamma transcriptional activity | Nuclear receptor ROR-gamma (Mus musculus), P51450 | Drosophila S2 Gal4-RORgamma UAS-luciferase reporter, 20 h | Potency, µM (doses to about 53.6 µM), for the others: top-dose activity change, negative = inhibition, hits mostly inhibitors | 310,000 compounds, 5.4% hits; further: potency means the concentration at half of the fitted maximal effect; on the % scale 0 is the no-effect control and ±100 the full control effect; nearly all actives have a fitted effect of over 60% in size
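Schneider cells (Drosophila), stable Gal4 DBD–ROR gamma + UAS-luc; 1 hr cmpd preincubation; Cu2+ induction 700 uM final; 20 hr ambient; luminescence.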
KCNH2 3.1 block: qHTS for Inhibitors of KCHN2 3.1: Mutant qHTS; Potassium voltage-gated channel subfamily H member 2, brain isoform KCNH2 3.1 (human); U2OS KCNH2 3.1, thallium flux FluxOr; active compounds read low; activity change, % (tested at about 1.8 µM); 340,000 compounds, 0.95% hits; AID 720553, 2013;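 active means maximum activity change below -70%; inconclusive means maximum activity change from -70% to -50%; inactive means maximum activity change above -50%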;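 further: thallium influx rate constant from kinetic fluorescence after stimulation buffer; on the % scale 0 is the no-effect control and ±100 the full control effect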
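FluxOr-based Tl+ influx in U2OS cells transduced with KCNH2 3.1 virus; rate constants normalized to DMSO controls.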
Rab9 prom act: qHTS Assay for Rab9 Promoter Activators; Huh7 Rab9 promoter-luciferase reporter, luminescence, 24 h; Potency, µM (series often up to 9.22 µM), for the others: at the top dose activation, negative = inhibition, most hits filed as activators; 320,000 compounds, 2.8% hits; AID 485297, 2010; further: potency means the concentration at half of the fitted maximal effect; % of control where 0% means no effect; nearly all actives have a fitted effect of over 60% in size
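Cells were plated at 1500 per well in reduced-serum medium with 10% FBS and left 2 h. Compound in DMSO was then added for 24 h at 37 °C. Reporter signal was read by luminescence after 10 min with luciferase detection reagent.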
NPC1 prom act: qHTS Assay for NPC1 Promoter Activators; Huh7 NPC1 promoter luciferase reporter, 24 h; 320,000 compounds, 2.4% hits; Potency, µM (titrated, usually from 9.22 µM), for inactives: at the highest dose activation, most hits filed as activators;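 further: potency means the concentration at half of the fitted maximal effect; % of control where 0% means no effect; nearly all actives have a fitted effect of over 60% in size; reporter is driven by a mutant NPC1 promoter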
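Cells: Huh7 expressing luciferase under the NPC1 promoter, 1500/well. Seeded 2 h, compound added, incubated 24 h at 37 °C. Luciferase reagent, 10 min ambient, then luminescence.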
MBNL1-CUG inh: qHTS Assay for Inhibitors of MBNL1-poly(CUG) RNA binding. Potency, µM (series often up to 57.5 µM), for the others: at the top dose activity change, negative = inhibition, actives largely listed as inhibitors. 280,000 compounds, 0.036% hits. Muscleblind-like protein 1 (Homo sapiens), Q9NR56. TR-FRET MBNL1-His/biotin-(CUG)12 binding, 665/545 ratio. AID 2675, 2010; active means well fitted inhibition curve with a large enough effect in the signal ratio, with a control signal flat, not every such curve was filed as active; inconclusive means small, poorly fitted or top-dose-only effect, or effect the other way, or a change in a side signal; inactive means no such curve, though single readings can be large or run the other way; the % refers to the signal ratio; further: potency means the concentration at half of the fitted maximal effect; on the % scale 0 is the no-effect control and ±100 the full control effect
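Compound titration spanned 92 nM–58 uM against the MBNL1-His/biotin-(CUG)12 complex. After 60 min at room temperature with 5 nM streptavidin-XL665 and 0.055 ng/ul terbium anti-His, ratiometric 665/545 nm emission (Ex 340 nm) normalized to controls.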
Mito fusion yeast: qHTS Assay for Small Molecule Inhibitors of Mitochondrial Division or Activators of Mitochondrial Fusion. S. cerevisiae fusion-defective mutant growth rescue, CellTiterGlo 48 h. Potency, µM (top dose mostly 46.1 µM), for inactives: at the highest dose growth rescue (activation), usual class: activators. 320,000 compounds, 0.23% hits;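 further: potency means the concentration at half of the fitted maximal effect; % of control where 0% means no effect; nearly all actives have a fitted effect of over 45% in size; temperature-sensitive fusion mutants such as fzo1-1 at 37 °C on non-fermentable ethanol glycerol medium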
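Luminescent cell viability in 1536-well qHTS format served as the measure of rescued growth in ts fusion-mutant S. cerevisiae cultured on non-fermentable YPEG for 48 hours at 37C.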
Gal4-VP16 FLuc: VP16 counterscreen qHTS for inhibitors of ROR gamma transcriptional activity; Drosophila S2 Gal4-VP16 UAS-luciferase, luminescence, 20 h; Potency, µM (series often up to 53.6 µM), without a hit: top-dose activity, negative = inhibition, hits mostly inhibitors; 310,000 compounds, 3.5% hits;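 further: Gal4-VP16 expression switched on by copper sulfate through the metallothionein promoter; potency means the concentration at half of the fitted maximal effect; on the % scale 0 is the no-effect control and ±100 the full control effect; nearly all actives have a fitted effect of over 50% in size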
Menin MLL FP TR: qHTS Assay for Inhibitors Targeting the Menin-MLL Interaction in MLL Related Leukemias: Competition With Texas Red Labeled MLL-derived Mutant Peptide; Potency, µM (titrated, usually from 61.6 µM), inactives show at the highest dose FP activity change, negative = inhibition, most hits filed as inhibitors; 270,000 compounds, 0.23% hits; AID 1768, 2009; Menin + Texas Red MLL mutant peptide, fluorescence polarization; O00255; active means well fitted inhibition curve with a large enough effect in the polarisation, with a control signal flat, not every such curve was filed as active; inconclusive means small, poorly fitted or top-dose-only effect, or effect the other way, or a change in a side signal; inactive means no such curve, though single readings can be large or run the other way; the % refers to the polarisation; further: potency means the concentration at half of the fitted maximal effect; % of control where 0% means no effect; many of its hits are not listed in these tables
Target sequence (O00255 whole entry, looked up): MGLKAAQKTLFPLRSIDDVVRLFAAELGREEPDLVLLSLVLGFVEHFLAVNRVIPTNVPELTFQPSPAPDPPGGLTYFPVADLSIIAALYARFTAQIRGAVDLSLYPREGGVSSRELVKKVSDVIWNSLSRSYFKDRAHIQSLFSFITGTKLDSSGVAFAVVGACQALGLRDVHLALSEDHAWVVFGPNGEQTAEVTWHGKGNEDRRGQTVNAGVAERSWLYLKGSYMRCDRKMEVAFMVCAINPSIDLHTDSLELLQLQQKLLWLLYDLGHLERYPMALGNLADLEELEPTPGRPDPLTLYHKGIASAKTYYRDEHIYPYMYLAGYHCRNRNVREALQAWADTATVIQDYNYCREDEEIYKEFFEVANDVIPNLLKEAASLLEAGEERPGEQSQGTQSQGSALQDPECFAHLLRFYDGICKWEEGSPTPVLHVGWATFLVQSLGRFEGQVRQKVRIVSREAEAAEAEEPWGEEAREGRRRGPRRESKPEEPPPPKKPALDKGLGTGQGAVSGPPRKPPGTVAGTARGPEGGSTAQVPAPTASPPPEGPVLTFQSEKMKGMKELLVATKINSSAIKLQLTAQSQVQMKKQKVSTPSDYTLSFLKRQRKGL
PKM2 activator: qHTS Assay for Activators of Human Muscle isoform 2 Pyruvate Kinase | purified PKM2, Kinase-Glo ATP luminescence, activation; response scale: 0% is enzyme alone, no compound | 260,000 compounds, 0.34% hits | Pyruvate kinase PKM (Homo sapiens), P14618 | Potency, µM (titrated, usually from 57.5 µM), for inactives: at the top dose activation, actives largely listed as activators; further: potency means the concentration at half of the fitted maximal effect; on the % scale 0 is the no-effect control and ±100 the full control effect; nearly all actives have a fitted effect of over 55% in size
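Purified hPK-M2 (>95% pure) converted ADP (0.1 mM final) to ATP with 0.5 mM PEP in 50 mM imidazole pH7.2, KCl, MgCl2, Tween 20, BSA; 1 h at room temperature. ATP detected by Kinase-Glo luminescence.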
ELG1 DNA repair: qHTS screen for small molecules that inhibit ELG1-dependent DNA repair in human embryonic kidney (HEK293T) cells expressing luciferase-tagged ELG1; AID 504467, 2011; Potency, µM (doses to about 46.1 µM), for the others: top-dose activity change, negative = inhibition, most hits filed as inhibitors; HEK293T ELG1-luciferase reporter, luminescence, 16 h; DNA damage induced by 5-fluorouridine; 330,000 compounds, 2.3% hits; further: potency means the concentration at half of the fitted maximal effect; on the % scale 0 is the no-effect control and ±100 the full control effect; nearly all actives have a fitted effect of over 55% in size
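DMSO vehicle served as the neutral condition. Each well held 2,000 cells given 5-fluorouridine plus compound; after 16 hr at 37 °C/5% CO2, ONE-Glo was added and luciferase measured 30 min later.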
FLuc counter: qHTS profiling assay for firefly luciferase inhibitor/activator using purifed enzyme and Km concentrations of substrates (counterscreen for miR-21 project); Luciferin 4-monooxygenase (Photinus pyralis), P08659; purified FLuc, Km substrates, luminescence inhibition; Potency, µM (titrated, usually from 57.5 µM), for the others: at the top dose activity change, negative = inhibition, actives largely listed as inhibitors; 360,000 compounds, 6.9% hits; AID 588342, 2011;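 further: potency means the concentration at half of the fitted maximal effect; plate controls were vehicle for no effect and reference inhibitor for full effect; nearly all actives have a fitted effect of over 55% in size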
Target sequence (P08659 whole entry, looked up): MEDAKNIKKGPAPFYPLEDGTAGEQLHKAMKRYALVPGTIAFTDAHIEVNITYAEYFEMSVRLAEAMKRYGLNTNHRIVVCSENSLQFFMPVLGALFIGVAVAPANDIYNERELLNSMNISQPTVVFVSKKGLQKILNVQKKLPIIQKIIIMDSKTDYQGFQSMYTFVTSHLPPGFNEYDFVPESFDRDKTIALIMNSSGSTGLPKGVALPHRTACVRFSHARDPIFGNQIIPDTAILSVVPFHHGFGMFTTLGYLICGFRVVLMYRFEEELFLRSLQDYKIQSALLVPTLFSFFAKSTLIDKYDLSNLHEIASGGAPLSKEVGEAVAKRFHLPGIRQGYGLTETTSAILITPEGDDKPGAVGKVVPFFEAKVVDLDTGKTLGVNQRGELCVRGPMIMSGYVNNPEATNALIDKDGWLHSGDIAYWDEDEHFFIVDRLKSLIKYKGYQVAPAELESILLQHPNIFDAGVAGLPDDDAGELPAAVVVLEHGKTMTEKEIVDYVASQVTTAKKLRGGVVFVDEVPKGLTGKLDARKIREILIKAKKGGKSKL
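Purified P. pyralis luciferase (10nM final) with 10uM D-luciferin and 10uM ATP (Km levels) in 50mM Tris acetate pH 7.5, 10mM Mg acetate, 0.01% Tween-20, 0.05% BSA; qHTS 6-point titration, ~60 µM downward; luminescence read.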
An asterisk follows results filed as active; ? = inconclusive; / = no result given; [ ] = remark or other dose. Unless noted, the call rests on the fitted dose curve; in most records, active means well fitted curve in the direction sought with a large enough effect; inconclusive means small, poorly fitted or top-dose-only effect, or another doubt; inactive means no such curve, though single readings can be large; an effect the other way counts as inactive or inconclusive.

SMILES	RORg inh	KCNH2 3.1 block	Rab9 prom act	NPC1 prom act	MBNL1-CUG inh	Mito fusion yeast	Gal4-VP16 FLuc	Menin MLL FP TR	PKM2 activator	ELG1 DNA repair	FLuc counter
CCCCCn1c(N(C)Cc2ccccc2)nc2c1c(=O)[nH]c(=O)n2C	-81%	2	-4%	-1%	?	18%	?	-27%	-2%	-22%	-10%
O=[N+]([O-])c1cc(Br)c2nsnc2c1N1CCOCC1	2%	0	-3%	0%	?	1%	6%	-26%	5%	6%	-8%
COc1ccccc1C(=O)NCCC(=O)N1CCN(S(=O)(=O)c2cccc(Cl)c2)CC1	/	9	2%	0%	/	1%	/	/	/	0%	0%
Cc1ccc(-c2nc(NC(=O)c3nn(C)cc3[N+](=O)[O-])sc2C)cc1C	20%	-82*	-8%	-4%	14%	2%	-1%	17%	1%	9.2µM*	-1%
CC(=O)Nc1cccc(/C(C)=N/Nc2nc3ccccc3s2)c1	?	11	?	2%	-2%	-1%	-15%	?	-8%	?	11µM*
Cc1ccnc(NC(=O)CCC(=O)N(CC(=O)NCCc2ccccc2)Cc2ccco2)c1	36%	9	-2%	0%	3%	1%	-9%	?	25%	8%	-2%
O=C(NCc1ccco1)c1ccc2c(=O)n(CCC3=CCCCC3)c(=O)[nH]c2c1	-1%	2	3%	-4%	12%	-2%	-1%	-20%	-5%	7%	2%
CCOC(=O)Nc1ccc2c(c1)N(C(=O)N1CCN(C)CC1)c1ccccc1CC2	-4%	0	-6%	-1%	1%	-5%	2%	-1%	-8%	?	?
O=C(NC1CCN(C(=O)Nc2ccc(F)cc2)CC1)c1ccccc1F	-8%	9	-12%	-35%[inhibitor]	-4%	2%	-1%	2%	/	3%	2%
CS(=O)(=O)Nc1ccc(C(=O)N2CCN(c3ccccc3F)CC2)cc1	18%	-11	11%	1%	1%	0%	10%	25%	1%	-3%	1%
CC(C)(C)NC(=O)CN(C(=O)CS(=O)CC(=O)Nc1ccc(F)cc1)c1ccc(Cl)cc1 (centres undefined)	-18%[0.365 µM]	-3	-4%	-1%	5%	-1%	/	20%	-1%	-1%	3%
CCCCn1c(N)c(N(CC(C)C)C(=O)c2c(CC)noc2C)c(=O)[nH]c1=O	/	20	-1%	0%	/	9%	/	/	/	4%	0%
COc1cccc2sc(NNC(=O)c3nc4ccccc4s3)nc12	3.5µM*	-5	-6%	-2%	99%[activator]	12%	2µM*	?	1%	-19%	?
CSc1nc(-c2ccc(F)cc2)cc(=O)[nH]1	-3%	/	-1%	-2%	-16%[11.5 µM]	9%	2%	-3%	1%	-7%	?
Cc1ccc(N=C2NC(=O)/C(=C/c3cccn3C)S2)cc1C	-44%	-15	?	25%	/	2%	-26%	/	1%	?	?
CC(=O)CSc1ncnc2c1cnn2-c1ccccc1	33%	22	1.1µM*	1.3µM*	-1%	-11%	-5%	-12%	6%	?	7.6µM*
NS(=O)(=O)c1ccc(CCNCc2cc(Br)ccc2OCc2ccccc2F)cc1	-18%	?	-8%	-5%	-7%	3%	13µM*	-1%	1%	?	-6%
CCCCNC(=S)NNC(=O)c1c(C)nc2ccccn12	13µM*	7	-5%	-7%	4%	-1%	-11%	-10%	-3%	11%	5%
COc1ccc(CN(CC2CCC(C(=O)O)CC2)C(=S)Nc2ccc(C)c(Cl)c2)cc1 (centres undefined)	-21%	11	-4%	-1%	-7%	-4%	-4%	10%	1%	0%	-15%
O=C(COC(=O)c1cccs1)Nc1ccc(F)c(F)c1	/	-6	-1%	-2%	/	-4%	/	/	/	20%	?
O=C(Cn1nnc(-c2cc(Cl)ccc2-n2cnnn2)n1)N1CCCc2ccccc21	16%	0	-4%	-1%	5%	7%	-2%	-20%	-7%	?	0%
COc1ccc(S(=O)(=O)NC2CC2)cc1Br	-27%	15	0%	1%	-4%	-1%	-5%	6%	2%[11.5 µM]	-4%	3%
O=C(CSc1nc2ccccc2c(=O)n1CCCN1CCOCC1)NC12CC3CC(CC(C3)C1)C2	14µM*	-1	1%	-2%	-4%	-12%	-16%	?	-11%	8%	-5%
CCn1cc(C(=O)NC(C)C23CC4CC(CC(C4)C2)C3)cn1 (centres undefined)	-4%	9	-2%	0%	5%	3%	-9%	-13%	-3%	10%	-1%
COc1ccc(NC(=O)c2cc3nc(-c4ccccc4)cc(-c4ccccc4)n3n2)c(OC)c1	12%	-2	-1%	1%	100%[activator]	7%	-10%	11%	0%	5%	0%
Cc1ccc(C)c(S(=O)(=O)N2CCCCC2CCNC(=O)C(=O)NCCc2ccco2)c1 (centres undefined)	/	-2	-2%	-1%	/	15%	/	/	/	?	3%
O=C(CSc1ccc2nnc(-c3cccnc3)n2n1)Nc1ccccc1C(F)(F)F	-28%	-2	1%	-3%	5%	0%	1%	/	-1%	3%	3%
O=C(NCc1ccncc1)C1CCN(S(=O)(=O)c2ccc(F)cc2)CC1	6%	-5	0%	-4%	-5%	-7%	0%	4%	/	25%	3%
CCCNC(=O)C1CCN(S(=O)(=O)c2ccc3c(c2)OCCO3)CC1	/	7	-2%	0%	/	-3%	/	/	/	26%	7%
C=CCn1c(C)cc(C(=O)COC(=O)CNC(=O)c2ccccc2)c1C	-11%	-2	-6%	-1%	-6%	-4%	4%	-15%	-2%	?	13µM*
O=c1[nH]c(C2CCN(S(=O)(=O)c3ccc([N+](=O)[O-])cc3)CC2)nc2c1nnn2Cc1ccccc1	-4%	-21	9%	2%	8%	-2%	-8%	/	/	?	3%
CC1(C)CC(=O)C2=C(C1)N=C1SCCC(=O)N1C2c1ccccc1 (centres undefined)	-16%	-71*	-2%	-2%	?	-1%	-2%	-2%	2%	-3%	10%
CN(C)N=Nc1nc2c(c(=O)n(C)c(=O)n2C)n1CC1CO1 (centres undefined)	15%	8	-11%	-2%	/	-3%	-21%	/	1%	?	4%
CCOC(=O)c1[nH]c2ccc(OC)cc2c1NC(=S)N1CCN(C(=O)OCC)CC1	13%	16	2%	-5%	29%	3%	-2%	9%	-5%	-18%	-1%
O=C(Nc1nnc(-c2ccc(Br)cc2)o1)c1cccc(N2C(=O)CCC2=O)c1	/	1	0%	1%	/	-2%	/	/	/	20%	12µM*
CN(C)C(CNC(=S)Nc1ccc(Cl)cc1)c1cccnc1 (centres undefined)	9%	8	-7%	-4%	-9%	-1%	5%	-3%	-5%	1%	2%
O=C(NCCN1CCOCC1)C1CCC(CNS(=O)(=O)c2ccccc2)CC1 (centres undefined)	14%	31	-3%	1%	310%[activator]	-6%	-5%	0%	3%	7%	4%
CC(Sc1ccccc1)C(=O)NCC1COc2ccccc2O1 (centres undefined)	/	-11	-7%	-4%	/	3%	/	/	/	10%	0%
CC(=O)Nc1cccc(-c2cn3ccc(C)cc3n2)c1	?	1	1.6µM*	3.2µM*	17%	11%	?	-12%	-19%	?	4.3µM*
COC(=O)C1=C(C)Nc2c(c(=O)n(C)c(=O)n2C)C1c1cccs1 (centres undefined)	?	12	14%	0%	-4%	2%	1%	-13%	-3%	0%	2%
Cc1ccc(CSc2nnc(C)c(=O)n2N)cc1	?	10	-1%	9%	-21%	7%	?	9%	17%	?	-9%
NC(=O)c1ccccc1NC(=O)Nc1ccc(F)c(Cl)c1	-4%	1	0%	-2%	-1%	13%	-11%	?	-7%	5%	9.5µM*
CCCCOC(=O)Cc1c(O)c2ccccc2[nH]c1=O	-1%	-7	-2%	2%	-14%	21%	6%	4%	-1%	-2%	-1%
CN(Cc1c(F)cccc1Cl)C(=O)c1ccc2ccccc2n1	15%	8	12%	-3%	6%	23%	6%	?	1%	7%	-2%
CC(=O)c1ccc(N2CCN(C(=O)c3cc(-c4ccc5c(c4)OCO5)nc4ccccc34)CC2)cc1	33%	-10	11%	6%	127%[activator]	12%	-3%	-18%	-19%	?	7.6µM*
O=C(CSc1nc2c(c(=O)n1-c1ccccc1)SCC2)N1CCOCC1	-11%	7	-4%	-2%	?	-5%	7%	-17%	2%	3%	-2%

An excerpt; count on the stated rates, not on these rows.
